Rpn11 inh = blocks the human proteasome subunit Rpn11; O00487; human 26S proteasome, Ub4-pepOG fluorescence polarization; 20S core pre-blocked with epoxomicin; calls only at 20 µM; hit rate 0.59% among 360,000; AID 588493;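 active means inhibition at 20 µM, scaled to each plate's controls, above about 33%, limit read from the data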
STEP inh = blocks human striatal-enriched tyrosine phosphatase; recombinant STEP, OMFP fluorogenic substrate, fluorescence; inhibition, % at 20 µM; P54829; hit rate 0.25% among 360,000;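 active means inhibition at 20 µM, scaled per plate between control wells, above about 37%, limit read from the data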;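 further: 0% = DMSO with enzyme and substrate and 100% = substrate only without enzyme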
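material = STEP tyrosine phosphatase | reagent = fluorogenic phosphatase substrate OMFP at 25 µM final | doses = single compound dose of 20 µM, 1% DMSO final | schedule = 20 min reaction, room temperature, in the dark | measured by = fluorescence, 480/540 nm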
DNMT1 inh = DNMT1 (human) enzyme inhibition; DNMT1 molecular beacon, Hinp1I cleavage, fluorescence; inhibition (reported as % activation of signal), % at 10 µM; hit rate 0.83% among 360,000; in the data active means inhibition above about 50%
NadD block = inhibitors of Staphylococcus aureus NadD | purified NadD enzyme, colorimetric absorbance read-out | hit rate 0.78% among 360,000 | inhibition, % at 20 µM; in the data active means inhibition above about 26%; further: some compounds past the cut are filed as inactive
SKN-1 inh = C. elegans SKN-1 inhibition | C. elegans VP596 Pgst-4::GFP/RFP ratio, acrylamide-induced, 24 h | inhibition, % at 21.8 µM | hit rate 0.49% among 360,000 | AID 624304;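 active means interference check ratio from 0.5 to 1.5 plus GFP to RFP signal ratio inhibition reaching or exceeding a fixed threshold, cut at about 30% in these data, passing the limit was not always enough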; further: some compounds called inactive have numbers as strong as hits
Scp1 inh = Scp-1 (human) phosphatase inhibition; inhibition, % at 20 µM; Recombinant Scp1, phosphopeptide, malachite green phosphate absorbance; hit rate 0.88% among 340,000; Q9GZU7;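 active means inhibition above about 50% at 20 µM, limit read from the data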;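 further: plate controls were DMSO wells with enzyme for no effect and wells lacking enzyme for full effect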
Target sequence (Q9GZU7 76-261 limits assumed): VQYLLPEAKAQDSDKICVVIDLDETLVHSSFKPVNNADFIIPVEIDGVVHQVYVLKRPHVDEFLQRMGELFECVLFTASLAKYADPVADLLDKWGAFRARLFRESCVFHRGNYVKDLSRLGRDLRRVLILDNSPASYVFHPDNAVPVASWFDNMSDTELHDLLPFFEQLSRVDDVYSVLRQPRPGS
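Test system – truncated SCP-1 phosphatase (76-261aa) · Reagent – Phosphorylated 17-residue peptide substrate · Incubation – 45 min room-temperature reaction, 5 min colour, 30 min stabiliser · Detection – colorimetric phosphate reagent with accelerator and stabiliser, absorbance at 630 nm · Measure – % inhibition at 20 µM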
NRP1-CendR mod = modulators of CendR peptide binding to human neuropilin-1 | AID 602438 | FAM-RPARPAR peptide binding to NRP-1, fluorescence polarization | hit rate 0.85% among 360,000 | inhibition, % at 25 µM;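 active means inhibition or corrected inhibition above about 18%, plus a signal ratio from 0.5 to 1.5, limit read from the data, passing the limit was not always enough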; further: strong numbers were not always called active
Target sequence (O14786 whole entry, looked up): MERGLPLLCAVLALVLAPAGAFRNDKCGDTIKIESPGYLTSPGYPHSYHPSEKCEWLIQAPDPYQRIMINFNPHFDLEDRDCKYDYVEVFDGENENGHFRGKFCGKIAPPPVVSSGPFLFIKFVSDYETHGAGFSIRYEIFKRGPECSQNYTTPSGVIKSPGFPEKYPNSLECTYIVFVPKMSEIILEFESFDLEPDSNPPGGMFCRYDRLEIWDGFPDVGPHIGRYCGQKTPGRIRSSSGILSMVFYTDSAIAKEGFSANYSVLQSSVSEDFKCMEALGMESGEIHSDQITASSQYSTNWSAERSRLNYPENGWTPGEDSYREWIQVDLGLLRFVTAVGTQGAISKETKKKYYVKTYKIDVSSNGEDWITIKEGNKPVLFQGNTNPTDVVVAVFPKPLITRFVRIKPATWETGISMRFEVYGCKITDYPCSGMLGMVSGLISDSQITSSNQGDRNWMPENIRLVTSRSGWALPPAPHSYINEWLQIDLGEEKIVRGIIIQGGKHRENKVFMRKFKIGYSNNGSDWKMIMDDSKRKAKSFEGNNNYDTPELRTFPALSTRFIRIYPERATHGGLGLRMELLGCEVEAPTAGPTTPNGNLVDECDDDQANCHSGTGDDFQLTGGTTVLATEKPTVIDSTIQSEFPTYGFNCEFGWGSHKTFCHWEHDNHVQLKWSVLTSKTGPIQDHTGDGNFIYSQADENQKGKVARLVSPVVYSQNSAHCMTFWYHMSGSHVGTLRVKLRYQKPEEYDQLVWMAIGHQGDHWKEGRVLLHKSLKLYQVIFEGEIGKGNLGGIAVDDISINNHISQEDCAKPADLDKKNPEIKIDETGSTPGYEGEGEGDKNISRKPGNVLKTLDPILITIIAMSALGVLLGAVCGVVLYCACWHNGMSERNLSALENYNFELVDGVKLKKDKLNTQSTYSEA
MT1-MMP act inh = MT1-MMP (human) activation inhibition; P50281; HT1080 RFP-PRO-GFP cells, GFP/RFP ratio fluorescence, overnight; percent of plate control window, DMSO zero; GFP/RFP ratio change, % at 20 µM; hit rate 0.061% among 360,000; AID 651647;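 active means GFP/RFP ratio change of at least 30% with cell ATP level not reduced by more than half and red fluorescence within 50% of control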; further: strong numbers were not always called active
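Assay system: HT1080 cells carrying an RFP-PRO-GFP reporter | Dosing: Single dose of 20 µM compound, 1% DMSO final | Incubation: Cells overnight before dosing, compound overnight, 37 °C, 5% CO2 | Evaluation: GFP/RFP fluorescence ratio | Control set: DMSO and RFP-L50D-GFP cell wells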
SUMO1-SIM PPI = SUMO1-SIM interaction modulation; P63165; SUMO1 binding to a labelled peptide, TR-FRET, 1 h; inhibition, % at 20 µM; hit rate 0.33% among 360,000; AID 602429; in the data active means inhibition above about 37%
LMPTP inh = blocks human LMPTP phosphatase; hit rate 0.22% among 360,000; inhibition, % at 20 µM; P24666; recombinant LMPTP-A, OMFP fluorogenic substrate, fluorescence intensity;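 active means compounds that cut the enzyme signal by at least half of the control window in the single-dose screen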;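 further: plate controls were DMSO wells with enzyme plus substrate for no effect and substrate without enzyme for full effect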
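Test system: LMPTP-A, protein tyrosine phosphatase of low molecular weight; Input: 0.625 nM enzyme; Incubation: 50 min dark incubation at room temperature; Signal: endpoint fluorescence intensity from OMFP dephosphorylation; Read-out basis: % inhibition versus control wells.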
Starred values were filed as active, the others as inactive.

`Cc1cccc(NC(=O)CN2CCc3cc4c(cc3C2)OCCCO4)c1` gave Rpn11 inh inactive, STEP inh -1, DNMT1 inh -2, NadD block 0, SKN-1 inh 15, Scp1 inh -9, NRP1-CendR mod 10, MT1-MMP act inh -1, SUMO1-SIM PPI -3 and LMPTP inh -0.3.
Screening Cc1occc1-c1nnc(SCC(=O)N(C)CCC#N)n1N returned Rpn11 inh inactive, STEP inh 0, DNMT1 inh -2, NadD block 7, SKN-1 inh 28, Scp1 inh 5, NRP1-CendR mod -2, MT1-MMP act inh -2, SUMO1-SIM PPI -13 and LMPTP inh -0.8.
CC1CCCCC1NC(=O)NC(=O)COC(=O)c1cncc(Br)c1 (stereo not given) was read as Rpn11 inh inactive, STEP inh -1, DNMT1 inh -3, NadD block -2, SKN-1 inh 4, Scp1 inh -6, NRP1-CendR mod -2, MT1-MMP act inh -2, SUMO1-SIM PPI 4 and LMPTP inh -0.3.
`Cc1cc(C)c2c(=O)n3c(nc2c1)C(Cc1ccccc1)NC(=O)c1cc2ccccc2cc1-3` (stereo not given) gave Rpn11 inh inactive, STEP inh 0, DNMT1 inh 0, NadD block 29, SKN-1 inh 9, NRP1-CendR mod -7, MT1-MMP act inh 2, SUMO1-SIM PPI 4 and LMPTP inh -0.8.
For CC1=CC(C)C(C(=O)O)C(C(=O)N2CCN(C)CC2)C1 (stereo not given) the results were Rpn11 inh inactive, STEP inh -7, DNMT1 inh -2, NadD block 2, SKN-1 inh 4, Scp1 inh 2, NRP1-CendR mod -4, MT1-MMP act inh -1, SUMO1-SIM PPI 4 and LMPTP inh -1.7.
For CC(=O)NCCOc1nc(N(C)C)nc(N(C)C)n1 the results were Rpn11 inh inactive, STEP inh 1, DNMT1 inh 4, NadD block 3, SKN-1 inh -10, Scp1 inh -4, NRP1-CendR mod 2, MT1-MMP act inh 3, SUMO1-SIM PPI 3 and LMPTP inh -1.3.
Cc1ccc(N(C(=O)c2csnn2)C(C(=O)NC2CCCC2)c2ccccn2)c(C)c1 (stereo not given) was read as Rpn11 inh inactive, STEP inh -2, DNMT1 inh -2, NadD block 4, SKN-1 inh -4, Scp1 inh -8, NRP1-CendR mod 9, MT1-MMP act inh 2, SUMO1-SIM PPI 4 and LMPTP inh -0.1.
Screening CSc1nsc(SCC(=O)NC2CCCCC2)n1 returned Rpn11 inh inactive, STEP inh -2, DNMT1 inh 1, NadD block -3, SKN-1 inh 7, Scp1 inh -8, NRP1-CendR mod -1, MT1-MMP act inh 0, SUMO1-SIM PPI -1 and LMPTP inh -2.2.
`O=[N+]([O-])c1ccc(-c2cccnc2)cc1` gave Rpn11 inh inactive, STEP inh 2, DNMT1 inh 10, NadD block 3, SKN-1 inh 6, Scp1 inh -1, NRP1-CendR mod -1, SUMO1-SIM PPI -40 and LMPTP inh 1.0.
Screening CN(/N=C/c1ccc(C(C)(C)C)cc1)C1=NCCN1 returned Rpn11 inh inactive, STEP inh 2, DNMT1 inh 2, NadD block -1, SKN-1 inh 2, Scp1 inh -2, NRP1-CendR mod 13, MT1-MMP act inh -3, SUMO1-SIM PPI 3 and LMPTP inh -0.9.
`NC(=O)CCCC1=NS(=O)(=O)c2ccccc2N1` gave Rpn11 inh inactive, STEP inh 0, DNMT1 inh -1, NadD block 4, SKN-1 inh 2, Scp1 inh 5, NRP1-CendR mod 11, MT1-MMP act inh -1, SUMO1-SIM PPI 1 and LMPTP inh 0.0.
CN(Cc1nccn1C)C(=O)CCc1nnc(CCC2CCCCC2)o1 was read as Rpn11 inh inactive, STEP inh 0, DNMT1 inh 34, NadD block 0, SKN-1 inh -4, Scp1 inh -7, NRP1-CendR mod -2, MT1-MMP act inh 8, SUMO1-SIM PPI 0 and LMPTP inh -0.5.
Screening CC(C)OC(=O)N(C)C[C@@H]1OCc2cnnn2CCCC(=O)N([C@@H](C)CO)C[C@H]1C returned Rpn11 inh inactive, STEP inh 2, DNMT1 inh 2, NadD block 1, SKN-1 inh 9, NRP1-CendR mod 2, MT1-MMP act inh 0, SUMO1-SIM PPI 4 and LMPTP inh -0.9.
`C/C(=N\NC(=O)Cc1ccccc1Cl)c1cccnc1` gave Rpn11 inh inactive, STEP inh -2, DNMT1 inh 1, NadD block -6, SKN-1 inh 13, Scp1 inh -7, NRP1-CendR mod -6, MT1-MMP act inh -2, SUMO1-SIM PPI -3 and LMPTP inh -0.5.
Screening CN1CCCC1(C)C(=O)NCc1ccc(F)cc1Cl (stereo not given) returned Rpn11 inh inactive, STEP inh -2, DNMT1 inh 5, NadD block 0, SKN-1 inh -8, NRP1-CendR mod 5, MT1-MMP act inh 2, SUMO1-SIM PPI -9 and LMPTP inh -1.3.
COc1ccc(-c2nc3ccccc3c(=O)n2NC(=O)c2cccnc2Cl)cc1OC was read as Rpn11 inh inactive, STEP inh -3, DNMT1 inh 0, NadD block -3, SKN-1 inh 0, Scp1 inh -5, NRP1-CendR mod -4, MT1-MMP act inh -2, SUMO1-SIM PPI 5 and LMPTP inh -0.5.
For COc1ncccc1-c1nnn(-c2ccc(Cl)c(Cl)c2)n1 the results were Rpn11 inh inactive, STEP inh -1, DNMT1 inh 8, NadD block -15, SKN-1 inh 8, Scp1 inh 1, NRP1-CendR mod 13, MT1-MMP act inh -1, SUMO1-SIM PPI 2 and LMPTP inh -0.5.
Screening COc1ccc(-n2c(C)cc(/C=C3\C(=N)N4N=C(CC(=O)N5CCOCC5)SC4=NC3=O)c2C)cc1 returned Rpn11 inh inactive, STEP inh 2, DNMT1 inh -8, NadD block 19, SKN-1 inh 16, Scp1 inh -5, NRP1-CendR mod -49, MT1-MMP act inh -11, SUMO1-SIM PPI -21 and LMPTP inh 0.7.
For O=C(O)C1(c2ccccc2)CCN(S(=O)(=O)c2ccc(F)c(F)c2)CC1 the results were Rpn11 inh inactive, STEP inh 0, DNMT1 inh 0, NadD block -8, SKN-1 inh 1, Scp1 inh -8, NRP1-CendR mod 12, MT1-MMP act inh -5, SUMO1-SIM PPI 0 and LMPTP inh -1.3.
`Cn1c(=O)c2c(ncn2CC(=O)OCC(=O)Nc2cccc(Cl)c2)n(C)c1=O` gave Rpn11 inh inactive, STEP inh 0, DNMT1 inh 1, NadD block 1, SKN-1 inh 3, Scp1 inh -4, NRP1-CendR mod 6, MT1-MMP act inh 4, SUMO1-SIM PPI 0 and LMPTP inh -1.0.
For N/C(CS(=O)(=O)c1ccccn1)=N\OC(=O)c1ccc(Cl)cc1 the results were Rpn11 inh inactive, STEP inh -2, DNMT1 inh 0, NadD block 1, SKN-1 inh 0, Scp1 inh 3, NRP1-CendR mod 5, MT1-MMP act inh 1, SUMO1-SIM PPI 3 and LMPTP inh -2.0.
`COc1cccc(C2=NOC(C(=O)NC3CCCCC3)C2)c1` (stereo not given) gave Rpn11 inh inactive, STEP inh -2, DNMT1 inh 0, NadD block -8, SKN-1 inh -4, Scp1 inh -6, NRP1-CendR mod -9, MT1-MMP act inh 1, SUMO1-SIM PPI -4 and LMPTP inh -0.7.
For CCNS(=O)(=O)c1ccc(NC(=O)Nc2ccc3c(c2)OCO3)cc1 the results were Rpn11 inh inactive, STEP inh 3, DNMT1 inh 2, NadD block -8, SKN-1 inh 5, Scp1 inh -8, NRP1-CendR mod -3, MT1-MMP act inh 2, SUMO1-SIM PPI 6 and LMPTP inh 2.0.
COc1ccc(N2CCN(C(CNC(=O)c3ccc4c(c3)OCO4)c3cccnc3)CC2)cc1 (stereo not given) was read as Rpn11 inh inactive, STEP inh 3, DNMT1 inh -2, NadD block -4, SKN-1 inh -9, Scp1 inh -10, NRP1-CendR mod 4, MT1-MMP act inh 1, SUMO1-SIM PPI 0 and LMPTP inh 0.4.
`Cc1cccc(N2C(=O)C3CC3C2=O)c1` (stereo not given) gave Rpn11 inh inactive, STEP inh -1, DNMT1 inh -2, NadD block -4, SKN-1 inh -4, Scp1 inh -3, NRP1-CendR mod 4, MT1-MMP act inh 1, SUMO1-SIM PPI 1 and LMPTP inh -1.1.
CC(C)Oc1cc(S(=O)(=O)N2CCCCC2)ccc1N was read as Rpn11 inh inactive, STEP inh -2, DNMT1 inh -1, NadD block -5, SKN-1 inh 15, Scp1 inh -4, NRP1-CendR mod 13, MT1-MMP act inh 3, SUMO1-SIM PPI 0 and LMPTP inh 1.1.
`O=C(NCCCn1ccnc1)C(=O)NCC(c1cccnc1)N1CCN(c2ccc(F)cc2)CC1` (stereo not given) gave Rpn11 inh inactive, STEP inh 2, DNMT1 inh -1, NadD block 0, SKN-1 inh -26, Scp1 inh -9, NRP1-CendR mod 0, MT1-MMP act inh -5, SUMO1-SIM PPI 0 and LMPTP inh -6.2.
Screening COC(=O)c1ccc(N(CC(=O)NC2CCCCC2)C(=O)CNC(=O)c2ccco2)cc1 returned Rpn11 inh inactive, STEP inh -4, DNMT1 inh -1, NadD block 0, SKN-1 inh -11, Scp1 inh -5, NRP1-CendR mod -2, MT1-MMP act inh -2, SUMO1-SIM PPI 7 and LMPTP inh -1.5.

Filtered by structure: those above containing an aryl methoxy group
COc1ccc(-c2nc3ccccc3c(=O)n2NC(=O)c2cccnc2Cl)cc1OC was read as Rpn11 inh inactive, STEP inh -3, DNMT1 inh 0, NadD block -3, SKN-1 inh 0, Scp1 inh -5, NRP1-CendR mod -4, MT1-MMP act inh -2, SUMO1-SIM PPI 5 and LMPTP inh -0.5.
For COc1ncccc1-c1nnn(-c2ccc(Cl)c(Cl)c2)n1 the results were Rpn11 inh inactive, STEP inh -1, DNMT1 inh 8, NadD block -15, SKN-1 inh 8, Scp1 inh 1, NRP1-CendR mod 13, MT1-MMP act inh -1, SUMO1-SIM PPI 2 and LMPTP inh -0.5.
Screening COc1ccc(-n2c(C)cc(/C=C3\C(=N)N4N=C(CC(=O)N5CCOCC5)SC4=NC3=O)c2C)cc1 returned Rpn11 inh inactive, STEP inh 2, DNMT1 inh -8, NadD block 19, SKN-1 inh 16, Scp1 inh -5, NRP1-CendR mod -49, MT1-MMP act inh -11, SUMO1-SIM PPI -21 and LMPTP inh 0.7.
`COc1cccc(C2=NOC(C(=O)NC3CCCCC3)C2)c1` (stereo not given) gave Rpn11 inh inactive, STEP inh -2, DNMT1 inh 0, NadD block -8, SKN-1 inh -4, Scp1 inh -6, NRP1-CendR mod -9, MT1-MMP act inh 1, SUMO1-SIM PPI -4 and LMPTP inh -0.7.
COc1ccc(N2CCN(C(CNC(=O)c3ccc4c(c3)OCO4)c3cccnc3)CC2)cc1 (stereo not given) was read as Rpn11 inh inactive, STEP inh 3, DNMT1 inh -2, NadD block -4, SKN-1 inh -9, Scp1 inh -10, NRP1-CendR mod 4, MT1-MMP act inh 1, SUMO1-SIM PPI 0 and LMPTP inh 0.4.
